IDH1 R132H inh: blocks human mutant IDH1 R132H enzyme; O75874; IDH1-R132H enzyme, NADPH consumption, diaphorase/resazurin fluorescence; Potency, µM (titrated, usually from 76.6 µM), for the others: at the highest dose activity change, negative = inhibition, actives largely listed as inhibitors; actives 0.093% (n = 390,000); AID 602179; also: potency is read from the fitted curve at half-maximal effect; % is scaled to controls: 0 for no effect and ±100 for the full control effect; nearly all actives have a fitted effect of over 65% in size
Target sequence (O75874 whole entry R132H, stated change not applied): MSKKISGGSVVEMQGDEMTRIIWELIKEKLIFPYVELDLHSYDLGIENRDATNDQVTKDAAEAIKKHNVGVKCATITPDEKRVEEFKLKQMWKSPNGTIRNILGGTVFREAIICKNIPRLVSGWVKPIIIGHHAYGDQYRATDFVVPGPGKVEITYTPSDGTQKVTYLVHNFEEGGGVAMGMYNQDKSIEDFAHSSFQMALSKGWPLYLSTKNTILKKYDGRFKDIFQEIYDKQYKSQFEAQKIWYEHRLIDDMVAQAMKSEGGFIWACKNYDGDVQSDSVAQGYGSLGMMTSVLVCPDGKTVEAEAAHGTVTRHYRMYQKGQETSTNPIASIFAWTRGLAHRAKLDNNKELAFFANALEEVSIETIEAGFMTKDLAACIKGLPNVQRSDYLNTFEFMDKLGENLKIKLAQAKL
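IDH1-R132H (0.5 ug/mL) preincubated 30 min with compound, then NADPH (0.016 mM) and alpha-KG (2 mM) added; 80 min at RT, pH 7.5. Remaining NADPH coupled via diaphorase/resazurin to fluorescence (540/590 nm); concentration-response curves normalized to no-enzyme control.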
Pin1 inh: blocks the human prolyl isomerase Pin1 | Q13526 | Pin1 FP peptide displacement, HiFluor488, 10 min | Potency, µM (top dose mostly 115 µM), for inactives: at the top dose activity, negative = inhibition, usual class: inhibitors | actives 0.009% (n = 390,000); active = well fitted inhibition curve with a large enough effect in the polarisation, with a control signal flat, not every such curve was filed as active; inconclusive = small, poorly fitted or top-dose-only effect, or effect the other way, or a change in a side signal; inactive = no such curve, though single readings can be large or run the other way; the % refers to the polarisation; also: potency is read from the fitted curve at half-maximal effect; % is scaled to controls: 0 for no effect and ±100 for the full control effect
Target sequence (Q13526 whole entry, looked up): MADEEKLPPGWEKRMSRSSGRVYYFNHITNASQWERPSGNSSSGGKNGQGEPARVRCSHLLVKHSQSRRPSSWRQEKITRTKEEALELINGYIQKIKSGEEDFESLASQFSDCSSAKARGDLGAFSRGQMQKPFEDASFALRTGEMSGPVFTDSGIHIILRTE
D2 agonist: activates the human D2 dopamine receptor | P14416 | HEK293 T-REx D2 cells, calcium flux agonist mode | activation, % at 2 µM | actives 0.53% (n = 340,000) | AID 485358;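 active = activation over 3 SD above normal in the single-dose calcium agonist read, cut at about 30% in these data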; also: 0% is about no effect
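Tetracycline-induced HEK293 T-REx cells with force-coupled D2 receptor, plated overnight at 30 C, loaded with no-wash calcium dye. After a 10 s baseline, compound was pin-added and calcium flux read kinetically for 180 s; calcium rises flagged agonists.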
D2 antagonist: antagonists of human D2 dopamine receptor; P14416; HEK293 TREx D2 cells, calcium flux, dopamine EC80; inhibition, % at 10 µM; actives 2% (n = 340,000); AID 485344; in the data active = inhibition above about 30%; also: 0% is about no effect
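HEK293 T-REx D2 cells, tet-induced, calcium dye no-wash. Cpd pintool add, 180 s kinetic, then EC80 DA, 180 s kinetic. Ca flux read.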
TrxR1 substrate: substrates of rat thioredoxin reductase 1; O89049; purified TrxR1 substrate turnover, NADPH consumption readout; Potency, µM (top dose mostly 114 µM), for the others: top-dose activity change, negative = substrate turnover; actives 0.01% (n = 390,000); also: potency is read from the fitted curve at half-maximal effect; % is scaled to controls: 0 for no effect and ±100 for the full control effect; nearly all actives have a fitted effect of over 50% in size
Target sequence (O89049 whole entry, looked up): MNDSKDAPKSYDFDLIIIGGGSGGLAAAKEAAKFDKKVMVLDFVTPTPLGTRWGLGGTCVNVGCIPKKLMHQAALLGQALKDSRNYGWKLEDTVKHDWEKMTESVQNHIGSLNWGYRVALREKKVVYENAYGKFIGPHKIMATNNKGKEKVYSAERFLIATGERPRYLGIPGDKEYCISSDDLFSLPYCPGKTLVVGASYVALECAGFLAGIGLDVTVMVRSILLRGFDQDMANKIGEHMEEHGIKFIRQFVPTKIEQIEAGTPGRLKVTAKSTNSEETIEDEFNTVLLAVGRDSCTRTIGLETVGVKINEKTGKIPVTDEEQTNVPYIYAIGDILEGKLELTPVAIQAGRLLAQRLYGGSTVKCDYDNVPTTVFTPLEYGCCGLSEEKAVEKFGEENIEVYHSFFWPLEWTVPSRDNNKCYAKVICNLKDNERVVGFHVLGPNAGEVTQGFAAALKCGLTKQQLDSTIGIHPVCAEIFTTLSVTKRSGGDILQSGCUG
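Rat TrxR1, dispensed at 90 nM, was prereduced with 400 uM NADPH (final) for 5 min at ~22 deg C, then incubated with compound 15 min before 400 uM selenite. A first-read NADPH fluorescence drop versus no-compound background flagged substrates.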
TRHR enhancer: allosteric enhancers of human TRH receptor | enhancement, % at 2 µM | actives 0.66% (n = 360,000) | AID 493056 | TRHR cells, fluo-8 calcium fluorescence, EC20 TRH enhancement; in the data active = enhancement above about 30%; also: 0% is about no effect
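Enhancer read-out: after compound pinning and an initial kinetic agonist-mode read, an EC20 of TRH (10 nM final) was injected and fluo-8 calcium signal (Ex 480/Em 530) followed at 1 s/cycle for 100 cycles in TRHR-expressing cells.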
USP1-UAF1 inh: inhibitors of human USP1/UAF1 deubiquitinase; O94782; recombinant USP1/UAF1, Ub-Rhodamine cleavage fluorescence; Potency, µM (titrated, usually from 57.1 µM), for the others: top-dose activity change, negative = inhibition, usual class: inhibitors; actives 0.23% (n = 390,000); also: potency is read from the fitted curve at half-maximal effect; % is scaled to controls: 0 for no effect and ±100 for the full control effect; nearly all actives have a fitted effect of over 60% in size; inactives centre near -12
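In this screen, compounds sit with the deubiquitinase complex (1nM) for 15 min at room temperature before Ub-Rho is added at 150nM final. Fluorescence rise is then followed for 6 reads every 60 seconds.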
TrxR1 inh: blocks rat thioredoxin reductase 1 | O89049 | recombinant rTrxR1, NADPH fluorescence consumption, selenite substrate | Potency, µM (highest dose often 114 µM), for inactives: top-dose activity change, negative = inhibition, most hits filed as inhibitors | actives 1% (n = 390,000) | AID 588453; also: potency is read from the fitted curve at half-maximal effect; % is scaled to controls: 0 for no effect and ±100 for the full control effect; nearly all actives have a fitted effect of over 65% in size
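Rat TrxR1 (90 nM in the dispensed reagent) was pre-reduced with 400 uM NADPH for 5 min at room temperature, then incubated with compound for 15 min. After 400 uM selenite was added, NADPH fluorescence (Ex 340/Em 450 nm) was followed for 8 min.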
TRHR agonist: agonists of human TRH receptor; actives 0.18% (n = 360,000); TRHR cells, calcium flux fluo-8, FDSS agonist mode; activation, % at 2 µM; AID 493084; in the data active = activation above about 30%; also: 0% is about no effect
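TRHR-expressing cells, plated overnight in medium with 10% serum, were loaded with fluo-8 calcium dye at room temperature. After a 10 s baseline, library compound was pin-added and calcium release was recorded kinetically (ex 480/em 530) as agonist response.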
An asterisk follows results filed as active; ? = inconclusive; nt = not tested or not shown; [ ] = dose if it differs, or a comment. Unless noted, calls follow the shape of the dose curve; as a rule, active = well fitted inhibition curve with a large enough effect; inconclusive = small, poorly fitted or top-dose-only effect; inactive = no such curve, though single readings can be large or run the other way. Some of the compounds tested (hit frequency here may not be typical).

smiles	IDH1 R132H inh	Pin1 inh	D2 agonist	D2 antagonist	TrxR1 substrate	TRHR enhancer	USP1-UAF1 inh	TrxR1 inh	TRHR agonist
COc1ccc(S(=O)(=O)N2CCC(C(=O)NCC(=O)Nc3c(C)cccc3C)CC2)cc1OC	4%	-11%	nt	nt	7%	nt	-1%	14%	nt
CCCCC(C(=O)O)C(C)CC(=O)Nc1ccn(-c2ccccc2)n1 (stereo unspecified)	0%	2%	0.6	1	-2%	12	-20%	5%	0.3
COc1ccc(-c2cc(C)no2)cc1S(=O)(=O)NCc1ccco1	14%	26%	0.1	nt	3%[57.1 µM]	-9	?	-2%[57.1 µM]	-0.2
C[C@H]1CN([C@@H](C)CO)C(=O)c2cccc(NC(=O)C3CC3)c2O[C@H]1CN(C)Cc1ccc(-c2ccccc2)cc1	5%	-1%	nt	nt	2%	nt	3%	0%	nt
O=C(NCc1cccs1)Nc1ccc(Cl)cc1	6%	-1%	2.6	-9	-14%[57.1 µM]	-7	-23%	3%[57.1 µM]	1.6
Cc1ccccc1NC(=S)Nc1cccc([N+](=O)[O-])c1	10%	4%	0.2	-9	-1%	-12	-5%	?	5.4
Cc1ccc(CN(C(=O)c2ccco2)C(C(=O)NC2CCCC2)c2ccc(N3CCOCC3)cc2)cc1 (stereo unspecified)	-4%	-1%	-1.5	-5	11%[57.1 µM]	0	-4%	-12%[57.1 µM]	-0.3
COCCNC(=O)c1cc2c(=O)[nH]c3ccccc3c2s1	-4%	5%	0.1	-13	58%[activator]	11	-6%	45%[57.1 µM]	-0.2
O=S(=O)(/C=C/C=C/S(=O)(=O)c1ccccc1)c1ccccc1	-2%	3%	nt	nt	12%[57.1 µM]	nt	1%	2µM*	nt
Cc1ccc(-c2c[n+](CC(=O)Nc3c(C)cccc3C)c3n2CCC3)cc1	2%	-1%	0.7	0	-1%	-1	-20%	16%	0.1
CCC12CN3CC(CC)(CN(C1)C3c1c(O)ccc3ccccc13)C2=O (stereo unspecified)	3%	1%	0.7	15	0%	2	-9%	9%	-0.3
O=C(NCc1ccncc1)C(=O)NCc1ccco1	-7%	0%	-0.3	-2	0%	-1	-7%	22%	0.5
CC(=O)Nc1ccc(NC(=O)N2CCCCC2)cc1	0%	2%	nt	nt	-5%	10	-11%	4%	1.4
CC(C)(C)NC(=O)CCSc1nnc(-c2ccco2)o1	-8%	1%	0.9	14	-2%	0	-24%	4%	0.1
COCCOc1cc2ncnc(N3CCC(C(=O)O)CC3)c2cc1OCCOC	3%	-3%	-0.6	4	8%[57.1 µM]	43*	-13%	10%[57.1 µM]	-1.7
Cn1ncc(Cl)c1C(=O)Nc1ccc2c(c1)CCC2	-1%	-3%	-2.1	-7	0%	3	-20%	14%	0.3
O=C(COc1ccc(S(=O)(=O)NCc2ccccc2)cc1)NCC1CCCO1 (stereo unspecified)	2%	-9%	nt	nt	0%	6	-20%	1%	0.6
COc1ccc(N(CC(=O)NCc2cccnc2)S(=O)(=O)c2ccccc2)c(OC)c1	4%	2%	nt	nt	6%	nt	-20%	9%	nt
COc1cccc2c1OCC(C(=O)OCc1cccnc1)=C2	5%	-3%	0.4	21	5%[57.1 µM]	15	-11%	-1%[57.1 µM]	-0.4
CC1CCN(C(=O)CSc2ccc(-c3cccc([N+](=O)[O-])c3)nn2)CC1	3%	3%	-0.1	7	3%[57.1 µM]	-1	-16%	13%[57.1 µM]	-1.0

Retrieved one by one from the entries so far:
smiles	IDH1 R132H inh	Pin1 inh	D2 agonist	D2 antagonist	TrxR1 substrate	TRHR enhancer	USP1-UAF1 inh	TrxR1 inh	TRHR agonist
C[C@H]1CN([C@@H](C)CO)C(=O)c2cccc(NC(=O)C3CC3)c2O[C@H]1CN(C)Cc1ccc(-c2ccccc2)cc1	5%	-1%	nt	nt	2%	nt	3%	0%	nt
O=S(=O)(/C=C/C=C/S(=O)(=O)c1ccccc1)c1ccccc1	-2%	3%	nt	nt	12%[57.1 µM]	nt	1%	2µM*	nt

The main list resumes with the 4 entries that preceded the break.
smiles	IDH1 R132H inh	Pin1 inh	D2 agonist	D2 antagonist	TrxR1 substrate	TRHR enhancer	USP1-UAF1 inh	TrxR1 inh	TRHR agonist
O=C(COc1ccc(S(=O)(=O)NCc2ccccc2)cc1)NCC1CCCO1 (stereo unspecified)	2%	-9%	nt	nt	0%	6	-20%	1%	0.6
COc1ccc(N(CC(=O)NCc2cccnc2)S(=O)(=O)c2ccccc2)c(OC)c1	4%	2%	nt	nt	6%	nt	-20%	9%	nt
COc1cccc2c1OCC(C(=O)OCc1cccnc1)=C2	5%	-3%	0.4	21	5%[57.1 µM]	15	-11%	-1%[57.1 µM]	-0.4
CC1CCN(C(=O)CSc2ccc(-c3cccc([N+](=O)[O-])c3)nn2)CC1	3%	3%	-0.1	7	3%[57.1 µM]	-1	-16%	13%[57.1 µM]	-1.0
O=C(COC(=O)/C=C/c1ccc([N+](=O)[O-])cc1)NCC1CCCCC1	0%	-2%	nt	nt	-11%	nt	0%	-7%	nt
Cc1ccc(OCC(=O)Nc2ccc(Cl)c(-c3nc4ncccc4o3)c2)cc1C	5%	26%	0.2	nt	5%[57.1 µM]	2	-27%	26%[57.1 µM]	0.4
CC1CCN(C2(O)C(=O)Nc3ccc([N+](=O)[O-])cc32)CC1 (stereo unspecified)	0%	3%	-1.1	-12	-8%[57.1 µM]	7	4%	-14%[57.1 µM]	0.5
NS(=O)(=O)c1ccc(CCNC(=O)CSc2ccc(Cl)cc2Cl)cc1	1%	-1%	-0.6	-3	1%	4	-2%	3%	-1.0
CN(C)[C@@H](CO)c1nnc([C@H](Cc2ccc(O)cc2)NC(=O)C2CCNCC2)o1	-5%	4%	-0.5	-5	6%	-6	-9%	0%[57.1 µM]	0.1
O=C(NC1CCCCCCC1)c1ccc(S(=O)(=O)N2CCCC2)cc1	1%	3%	-0.6	14	-7%	2	-19%	-4%	-0.3
CCOC(=O)N1CCN(C(=O)CSCc2ccc(Cl)cc2)CC1	3%	3%	-0.4	-29	-6%	-7	-1%	-1%	-0.3
Cc1ccc(C(=O)Nc2c(-c3cccs3)c(=O)c3ccccc3n2C)cc1	6%	0%	-0.1	0	5%[57.1 µM]	-2	-14%	-13%[57.1 µM]	-0.4
N#Cc1c(NC(=O)c2ccc(Cn3cc(Br)cn3)o2)sc2c1CCCCCC2	-4%	33%[activator]	1.2	2	15%	-3	-22%	3%	2.2
Cc1ccc(C2CC(c3cccc(Br)c3)Nc3nnnn32)cc1 (stereo unspecified)	10%	1%	0.2	-15	6%[57.1 µM]	3	-7%	-7%[57.1 µM]	-0.3
Cc1nc2ccccn2c1C(=O)/C=C/c1ccc(F)cc1	-3%	-2%	0.6	-7	4%[57.1 µM]	21	0%	7%[57.1 µM]	-1.1
Cc1ccc(C(=O)COC(=O)c2cccc([N+](=O)[O-])c2)s1	-7%	-2%	0.1	10	-2%	-7	-20%	11%	-0.7
CC(=O)O[C@H](CC(=O)O)C[N+](C)(C)C	2%	-2%	-1.1	4	8%	0	-22%	23%	0.2
Cc1c(C(=O)N2CCOCC2)oc2ccc(S(=O)(=O)N3CCCC3)cc12	-5%	1%	-0.3	16	4%[57.1 µM]	-3	-3%	10%[57.1 µM]	-0.9
Cc1ccc(NC(=O)CN(C)CC(=O)Nc2sc3c(c2C(N)=O)CCC3)cc1	2%	4%	-0.3	1	-3%	-1	-12%	-12%	-1.2
O=C(COc1ccccc1)Nc1ccc(S(=O)(=O)NCc2ccco2)cc1	0%	?	1.2	-6	-9%	3	-3%	?	-0.2
COc1ccc(NC(=O)CN2C(=O)CC(C)(C)S(=O)(=O)c3ccccc32)cc1	-7%	2%	0.4	3	2%	-2	-9%	4%	-0.2
Cc1cc(OCC(O)CNC(C)c2ccccc2)ccc1C(C)C (stereo unspecified)	6%	-5%	3.0	4	-6%[57.1 µM]	10	-9%	11%	3.3
O=C(c1ccccc1)c1ccc2nc(-c3ccc(NC(=O)c4ccccc4Br)cc3)[nH]c2c1	-10%	?	-2.5	2	7%[57.1 µM]	22	-7%	22%[57.1 µM]	18
CC(C(=O)N(C1CC1)C1(C(=O)Nc2ccccc2)CCCC1)N1C(=O)c2ccccc2C1=O (stereo unspecified)	6%	2%	-0.6	6	9%[57.1 µM]	-4	-15%	-3%[57.1 µM]	-0.4
CC(C)(C)N(Cc1ccccc1)C(=O)CN1C(=O)NC2(CCCCCC2)C1=O	0%	0%	nt	nt	5%	6	-3%	18%	0.2
CSCCC(NC(N)=O)C(=O)NCc1ccc(Cl)cc1 (stereo unspecified)	-4%	2%	-0.7	0	-2%	4	-5%	10%	-0.7
O=[N+]([O-])c1cccc(S(=O)(=O)Nc2ccc(S(=O)(=O)NCC3CCCO3)cc2)c1 (stereo unspecified)	0%	-9%	0.0	6	-3%	-4	-24%	5%	0.9
CCOc1ccc(NC(=O)Cn2cc(C(=O)c3ccc(CC)cc3)c(=O)c3ccc(C)nc32)cc1	-8%	13%	0.4	nt	0%[57.1 µM]	19	12%	14%[57.1 µM]	-0.9
CC1CC(C)CN(S(=O)(=O)c2ccc(C(=O)N(c3ccccn3)C3CCCCC3)cc2)C1 (stereo unspecified)	-1%	-4%	-1.0	1	-9%	-3	-29%	-8%	-1.6
CC(C)=CCN1CCN(Cc2cccnc2)CC1CCO (stereo unspecified)	13%	-4%	-0.5	-4	4%[57.1 µM]	11	-15%	22%[57.1 µM]	0.3
O=C(Nc1ccc(F)cc1)c1ccc(S(=O)(=O)N2CCCC2)cc1	1%	-14%	0.4	7	-5%	13	-6%	3%[57.1 µM]	0.6
Cc1c(C(=O)Nc2ccc(F)cc2)oc2ccc(S(=O)(=O)N3CCCC3)cc12	-3%	-12%	0.6	-2	2%	3	-6%	12%	1.3
